# From PubChem
# MC4R antag cAMP – antagonists of human melanocortin 4 receptor (MC4R). AID 540295. MC4R-expressing cells, MTII-stimulated cAMP, LANCE TR-FRET. inhibition, % at 6.5 µM. hit rate 0.48% among 360,000;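 active means inhibition above its plate's cutoff, the mean of tested wells on that plate plus 3 SD, cut at about 29% in these data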;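 further: 0% = Melanotan II alone and 100% = Melanotan II plus saturating MCL0020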
# Target sequence (P32245 whole entry, looked up): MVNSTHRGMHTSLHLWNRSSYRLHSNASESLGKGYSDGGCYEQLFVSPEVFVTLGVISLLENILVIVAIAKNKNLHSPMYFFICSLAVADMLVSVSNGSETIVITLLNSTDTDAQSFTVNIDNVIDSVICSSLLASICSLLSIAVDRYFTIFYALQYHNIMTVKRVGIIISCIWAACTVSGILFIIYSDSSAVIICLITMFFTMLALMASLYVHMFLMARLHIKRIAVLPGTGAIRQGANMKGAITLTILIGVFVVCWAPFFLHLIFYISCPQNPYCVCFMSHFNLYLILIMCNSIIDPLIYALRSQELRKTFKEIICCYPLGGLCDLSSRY
#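 Test system: U2OS cells stably expressing human melanocortin 4 receptor (MC4R); also added: Melanotan II challenge; compound: 6.5 µM single dose; timing: 30-min compound preincubation, 1-h Melanotan II challenge, 1-h detection, room temperature; signal: Eu-cAMP/anti-cAMP TR-FRET, emission 671 nm; repeats: one well per compound, no replicates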
# N-glyco inh – blocks N-linked glycosylation in D54 reporter cells; hit rate 0.23% among 360,000; D54 ERlucT glycosylation luciferase reporter, 24 h; percent of 100 nM tunicamycin response; reporter increase, % at 12.5 µM;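 active means mean luciferase reporter signal, scaled so untreated is 0 and the glycosylation-blocking control 100, at or above a set limit in every replicate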;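 further: luciferase carries N-glycosylation sites so blocking glycosylation raises the light; 0% = median of neutral control wells and 100% = median of 100 nM tunicamycin wells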
# MC4R barr agon – human MC4R agonism via beta-arrestin; P32245; U2OS MC4R beta-arrestin complementation, luminescence; percent of melanotan II response, DMSO zero; activation, % at 8.9 µM; hit rate 0.98% among 360,000; AID 540308;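 active means activation above a per-plate cutoff, the mean activation of sample wells on that plate plus 3 SD, cut at about 8% in these data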
# m5-HT2A agonist – activates the mouse 5-HT2A serotonin receptor. P35363. CHO-K1 mHTR2A beta-arrestin complementation, luminescence; percent of 30 µM serotonin response. activation, % at 7.6 µM. hit rate 0.66% among 360,000;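 active means activation above a run cutoff, the mean activation of all tested compounds plus 3 SD, cut at about 14% in these data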;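 further: 0% = plate median of compound wells and 100% = 30 µM serotonin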
# Target sequence (P35363 whole entry, looked up): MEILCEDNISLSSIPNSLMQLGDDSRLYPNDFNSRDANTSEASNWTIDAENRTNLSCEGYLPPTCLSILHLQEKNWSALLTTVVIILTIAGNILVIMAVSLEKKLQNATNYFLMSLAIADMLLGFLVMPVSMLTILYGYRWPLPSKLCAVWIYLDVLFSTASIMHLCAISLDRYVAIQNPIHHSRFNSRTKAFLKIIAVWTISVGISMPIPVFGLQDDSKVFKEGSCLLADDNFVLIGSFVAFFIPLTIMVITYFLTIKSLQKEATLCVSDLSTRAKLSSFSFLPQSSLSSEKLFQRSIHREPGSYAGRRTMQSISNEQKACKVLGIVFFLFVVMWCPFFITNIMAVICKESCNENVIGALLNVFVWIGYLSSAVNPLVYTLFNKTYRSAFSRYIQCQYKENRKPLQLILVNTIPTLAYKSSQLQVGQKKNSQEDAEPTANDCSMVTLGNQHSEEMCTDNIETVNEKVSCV
# Granule exo inh – blocks lytic granule exocytosis. TALL-104 LAMP-1 surface exposure, flow cytometry; cells stimulated with thapsigargin and PMA. inhibition, % at 10 µM. hit rate 0.66% among 360,000. AID 651702;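 active means inhibition above about 55%, limit read from the data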
# Cardio protect – modulators protecting cardiomyocytes from myocardial damage. H9c2 cardiomyocytes, H2O2 injury protection, ATPLite, 2 h. protection from H2O2 cell death, % at 20 µM. hit rate 0.63% among 360,000;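 active means compounds giving at least 50% protection of heart cells from peroxide-induced death in the single-dose screen, raw or plate-pattern-corrected value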;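 further: 0% = DMSO wells with peroxide and 100% = DMSO wells without peroxide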
# aDG glyco up – alpha-DG glycosylation activation. Pro5-aDG cells, alpha-DG glycosylation AlphaScreen (IIH6); 0% Pro5, 100% B10-LARGE cell signal. activation, % at 10 µM. hit rate 0.22% among 360,000. AID 624168;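 active means activation of at least 8% versus controls, or a plate z-score of at least 8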;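 further: Pro5 are CHO cells carrying HIG-tagged alpha-DG that lacks glycosylation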
# iPSC survival up – hiPSC single-cell survival enhancement; ATPlite luminescence; 100% = ROCK inhibitor wells, 0% = DMSO; hit rate 0.044% among 360,000; survival enhancement, % at 20 µM; in the data active means survival enhancement above about 18%;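 further: cells exposed to compounds for 16 hours before the ATP read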
# ABHD5-PLIN5 inh – ABHD5-PLIN5 protein interaction inhibition; Q00G26+Q8WTS1; AID 602281; hit rate 0.78% among 360,000; inhibition, % at 4 µM; Split G. princeps luciferase complementation, luminescence, 4 h;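 active means inhibition above the mean inhibition across every tested compound plus 3 SD, cut at about 22% in these data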;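 further: 0% = DMSO only wells and the 100% control is not disclosed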
# ABCB6 inh MLPCN – inhibitors of human ABC transporter ABCB6. AID 602162. hit rate 0.19% among 360,000. fluorescence ratio to DMSO, % at 10 µM. K562-ABCB6 porphyrin accumulation, flow cytometry, 1 h; hits give low values. Q9NP58;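 active means fluorescence ratio to DMSO below 75%, the collection mean minus 3 SD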;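 further: signal is porphyrin accumulated inside mitochondria; 100% equals median channel fluorescence of DMSO control wells; lower ratio means ABCB6 inhibition with less porphyrin fluorescence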
# * marks the source's active call; other numbers are inactive results; · = not tested or not shown. Rows were taken by chance (roughly 4.5% active in at least one column).
SMILES,MC4R antag cAMP,N-glyco inh,MC4R barr agon,m5-HT2A agonist,Granule exo inh,Cardio protect,aDG glyco up,iPSC survival up,ABHD5-PLIN5 inh,ABCB6 inh MLPCN
CC(=O)Nc1cccc(-c2ccnc3c2CC(C(=O)NCc2ccc(N4CCN(C)CC4)cc2)O3)c1 (stereo not drawn),9,-1,2.5,-6,4,3,-0.4,-0.2,-6,99
CC1CCCC(C)N1C(=O)COC(=O)c1cc(S(=O)(=O)N2CCOCC2)ccc1Cl (stereo not drawn),8,0,-2.6,3,-1,-1,0.1,-0.2,9,100
O=C(c1ccc(CNS(=O)(=O)c2cccc(C(F)(F)F)c2)cc1)N1CCOCC1,4,0,-1.6,-4,-1,4,0.1,-1.0,1,101
C=CCn1c(SCC(=O)O)nc2sc(CC)cc2c1=O,-3,2,-1.0,3,1,2,-0.1,-1.1,2,95
O=C(Nc1ccc(NC(=O)c2ccccc2O)cc1)Nc1ccc(F)cc1F,12,-3,1.3,-1,-4,3,0.0,-0.1,0,98
CCN(CCCNC(=O)CCn1c(=S)[nH]c2cc3c(cc2c1=O)OCO3)c1cccc(C)c1,5,1,-0.4,3,0,-8,0.3,-0.2,-5,105
Cc1[nH]c2ccccc2c1C(=O)CSc1ccccn1,-10,0,-1.6,5,0,9,0.5,2.1,3,97
COCCNC(=O)CCCCCNS(=O)(=O)c1ccc(C)cc1,-7,2,-2.3,-1,6,0,-0.1,3.3,-4,102
COCCCN(C(=O)c1cc(Cl)nc2ccccc12)c1c(N)n(Cc2ccccc2)c(=O)[nH]c1=O,1,2,-3.1,2,-1,6,-0.1,-0.4,0,93
O=C(O)c1ccc(CSCc2ccccc2Cl)o1,6,2,-0.5,4,24,1,-0.1,0.0,3,102
COc1cc2ccnc(C=NO)c2cc1OC,4,-6,1.9,7,0,16,0.2,1.3,2,91
CCc1ccccc1NC(=S)Nc1cc(OC)c(NC(=O)C(C)C)cc1OC,-6,1,1.2,4,4,-3,0.0,0.3,20,100
N#Cc1ccc(C(=O)CSc2n[nH]c(=O)n2-c2cccnc2)cc1,-1,1,0.5,10,-4,1,-0.2,-0.5,-15,96
CCOC(=O)/C(C(C)=O)=C1/OC(=O)c2ccccc21,-2,-1,-1.6,-3,-3,2,-0.1,0.6,2,101
CCOc1ccccc1C(=O)N/N=C/c1coc2ccc(C)cc2c1=O,-12,-3,-1.1,-9,6,-5,-0.1,2.6,0,102
CC(C)CC(=O)c1c[nH]c(C(=O)NCCCN2CCOCC2)c1,2,1,-1.6,-2,-3,-4,0.5,-0.3,-2,98
CC(C)COC(=O)c1cccc2c1-c1ccccc1/C2=N\O,2,-4,-2.8,3,1,7,1.3,-3.2,-19,98
O=C(Nc1cccc2ncccc12)c1ccc(Cl)cc1,-1,0,-0.1,-2,-8,-5,-0.3,-0.8,2,103
O=C(NCc1cccnc1)/C(=C/c1ccc(-c2ccc(Cl)cc2)o1)S(=O)(=O)c1ccccc1,4,-21,0.2,-7,87*,-10,-0.1,-4.3,80*,96
O=C(O)/C=C/C(=O)N1CCN(c2ccccc2F)CC1,-6,3,-2.2,7,-4,9,0.1,0.2,-4,101
CCc1cccc(NC(=O)c2cc(S(=O)(=O)N3CCCCC3)ccc2N2CCOCC2)c1,1,-5,-2.1,1,-7,-3,0.2,-1.9,-5,96
CC(=O)Nc1csc2ccccc12,20,1,-0.8,-3,-3,-6,0.0,0.7,0,99
CCn1cc(C(=O)NCc2ccc3c(c2)OCO3)c(=O)c2cc(F)c(N3CCN(C(=O)c4ccco4)CC3)cc21,7,-3,0.2,6,6,38,0.7,-1.7,11,93
CC(C)c1ccc(OCc2ccc(C(=O)NN3CCN(C)CC3)o2)cc1,9,0,-3.4,-10,-3,0,1.0,-0.4,5,102
O=C(N=Nc1c(O)[nH]c2ccccc12)c1cccc(S(=O)(=O)N2CCCCC2)c1,-9,-1,-1.9,0,2,0,-0.2,2.2,-4,88
CC1=CCC2C(=O)N(c3ccccc3OC(=O)c3ccccc3F)C(=O)C2C1 (stereo not drawn),2,2,0.9,2,-4,8,-0.2,-0.2,-3,102
Cc1cc(S(=O)(=O)N(Cc2ccc(C(C)(C)C)cc2)Cc2cccs2)ccc1-n1cnnn1,3,-9,-0.6,-5,-1,-5,0.6,-1.9,-8,105
O=C(NCCCN1CCOCC1)c1ccc2nc(Cc3cccc(Cl)c3)oc2c1,-1,-1,-1.6,-1,-1,0,0.2,0.5,4,103
COC(=O)C(CC(C)C)NC(=O)c1cccs1 (stereo not drawn),12,1,0.8,2,4,-15,0.3,0.6,3,96
COc1ccc(NC(=O)CN(C)C(=O)CN2C(=O)NC3(CCCCC3)C2=O)cc1,0,0,-0.4,-2,0,-2,-0.1,-0.1,-8,101
CC(=O)Nc1ccc(S(=O)(=O)N2CCNC(=O)CC2)cc1,-3,0,-1.9,-1,-1,9,-0.2,0.5,1,92
N#C/C(=C\c1ccc(O)c(O)c1)C(=O)Nc1ccccc1,7,-2,0.5,-4,4,55*,-0.6,-4.7,-3,113
C/C(N)=C(/C#N)C(=O)COC(=O)CNS(=O)(=O)c1ccc2ccccc2c1,19,3,2.2,3,0,-8,0.1,1.3,-5,95
Oc1nc(Nc2ccccc2)sc1/C=C1\C=Nc2ccccc21,16,0,5.2,-12,4,4,0.0,0.1,-2,100
CSc1nc(C)c2c(n1)N(c1ccc(C(F)(F)F)cc1)CC2,14,2,-1.6,3,2,1,0.0,-0.9,5,104
CCc1ccc(N2NC(=O)/C(=C/C=C/c3ccco3)C2=O)cc1,2,6,-2.0,0,-3,1,0.2,-2.7,6,92
Cc1ccc(C(=O)NC(Cc2cccc(F)c2)C(=O)O)cc1 (stereo not drawn),9,0,-2.7,0,-2,2,0.2,2.3,1,104
Cc1ccc(C)c(N2CCN(C(=O)c3ccc(N4CCOCC4)c([N+](=O)[O-])c3)CC2)c1,1,1,-2.4,-1,-24,-5,0.5,0.5,-1,93
C=CCn1c(SCC(=O)N(CC)c2c(N)n(Cc3ccccc3)c(=O)[nH]c2=O)nnc1-c1ccccc1OC,0,1,-1.5,8,-6,7,0.2,-1.8,-1,98
CCOc1ccccc1C(=O)Nc1nnc(SCC(=O)Nc2cc(C)on2)s1,3,1,-1.5,8,-4,3,0.0,-0.4,0,95
CC(C)=CCC/C(C)=C/CNC(=O)C[C@H]1C[C@H](C(=O)N2CCCCC2)[C@@]2(CCc3ccccc3)c3[nH]c4cc(CCC(=O)N(C)C)ccc4c3CCN2C1=O,14,-1,0.8,7,5,-6,0.0,-2.3,6,95
Cc1cc(N2CCN(C(=O)c3ccco3)CC2)nc(-c2ccccc2)n1,-6,-4,-2.4,-2,0,19,0.6,0.4,-6,87
Cc1occc1C(=O)N/N=C/C1=C(N2CCOCC2)C(=C/c2ccc(Cl)cc2Cl)/CC1,-2,1,-1.4,4,-2,-1,0.4,-1.6,-1,94
COc1ccccc1NCCC(=O)OCC(=O)Nc1ccccc1Cl,0,0,-3.0,1,0,-2,0.3,-2.8,-6,97
CCCOc1ccc(CNC(=O)c2ccc3nc(N4CCOCC4)sc3c2)cc1,6,0,1.3,-9,0,-8,0.4,2.9,-4,98
CCOC(=O)c1cc(C#N)c(N2CCN(C)CC2)nc1-c1ccccc1,10,2,0.5,-10,-2,1,0.1,-0.8,-4,100
Nc1cccc(-c2c[nH]c3ncc(-c4cccnc4)cc23)c1,9,-4,-0.2,4,1,9,0.1,14,-1,98
CCCCCCC=C1CCC(CN2CCCC2)C1=O (stereo not drawn),·,-7,·,6,-12,50,-0.1,0.3,25*,94
Cc1ccc(CNC(=O)C2CCCN(S(=O)(=O)c3c(C)noc3C)C2)cc1 (stereo not drawn),0,-2,0.9,-1,3,5,0.0,-1.1,10,100
FC(F)Oc1ccc(NC(=S)NCc2cccnc2)cc1,-8,-1,-0.3,-1,2,-3,-0.2,-0.4,13,98

# Next section:
SMILES,MC4R antag cAMP,N-glyco inh,MC4R barr agon,m5-HT2A agonist,Granule exo inh,Cardio protect,aDG glyco up,iPSC survival up,ABHD5-PLIN5 inh,ABCB6 inh MLPCN
Cc1ccc(S(=O)(=O)NCC(=O)N2CCc3ccccc3C2)cc1,7,1,-2.7,0,4,0,0.0,-0.3,0,95
C=CCNS(=O)(=O)c1sccc1/C=N/O,16,-2,0.9,1,1,6,-0.1,-1.2,-2,100
CCN1CCN(C(=O)C2CCN(S(=O)(=O)c3ccc4c(c3)NC(=O)C(C)S4)CC2)CC1 (stereo not drawn),1,3,-0.8,8,0,2,0.0,2.2,1,102
O=C(c1ccc(Cl)c(S(=O)(=O)N2CCOCC2)c1)N(Cc1ccco1)Cc1cccs1,15,-2,-2.2,-10,2,7,-0.1,-0.3,0,94
CC[n+]1c(/C=C2\Sc3ccccc3N2C)ccc2cccc(C)c21,-23,-15,-0.3,-7,68*,-22,3.7,-0.4,24*,·
COCCCNC(=O)CCc1nc(-c2ccccc2)no1,4,1,-0.2,-1,-2,4,-0.1,-1.6,0,98
CCN(CC)CCCNC(=O)c1[nH]c(C)c(C(=O)NC2CCCCC2)c1C,9,1,-1.3,-6,-4,4,0.2,3.1,-6,96
C/C(=N/NC(=O)c1cccc(N2CCCC2=O)c1)c1ccncc1,-7,-1,-0.6,-3,2,-1,-0.3,-0.6,0,87
Cc1ncc([N+](=O)[O-])n1CC(=O)Nc1ccc(F)c(F)c1,1,1,-0.7,4,8,-1,-0.2,0.0,9,94
CCN1CCN(CCOc2ccccc2OCc2ccccc2)CC1,4,-3,-1.9,-8,1,-4,0.1,0.5,3,98
CC(=O)Nc1cc(-c2cccc(F)c2)cn2c(-c3ccccc3)cnc12,0,3,9.4*,-7,48,2,-0.2,2.6,1,97
Cc1ccc(CNC(=O)C(=O)NCCC2CCCCN2S(=O)(=O)c2ccccc2)cc1 (stereo not drawn),1,-4,0.2,-1,10,-3,0.5,-0.4,0,89
O=C(CSc1nccc(=O)[nH]1)Nc1ccc(N2CCOCC2)cc1,-1,·,-2.2,-5,9,11,-0.2,0.6,-8,99
CC(C)(C)OC(=O)N[C@H]1C=C[C@@H](OC(=O)CC(=O)OCC(F)(F)F)C1,19,0,-1.0,-2,1,-2,-0.1,0.5,1,110
CCn1ncc(C2=NOC(C(=O)NCc3ccc(Cl)cc3)C2)c1C (stereo not drawn),-9,36*,-1.4,3,7,-8,0.3,-3.4,1,105
C=CCNc1nnc(SCC(=O)N2CCCCC2)c2ccccc12,11,0,-2.7,4,2,46,0.2,1.9,-16,109
COC(=O)C[C@@H]1C[C@H]2c3cc(NC(=O)Nc4ccccc4F)ccc3O[C@H]2[C@H](CO)O1,-1,-5,0.7,3,10,11,0.2,3.3,-1,100
